Screens as filed in PubChem BioAssay.
5-HT1A blocker = blocks the human serotonin 5-HT1a receptor. P08908. inhibition, % at 10 µM. actives 0.68% (n = 62,000). CHO 5-HT1a Ga15 NFAT-bla reporter, antagonist mode;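 active = inhibition above the mean of all tested compounds plus 3 SD, cut at about 43% in these data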;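 also: receptor stimulated by 5-CT agonist at 100 nM near EC80; beta-lactamase reporter measured by ratiometric fluorescence of a cleavable substrate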
TNAP act DEA = human TNAP activation, intermediate phosphate acceptor; P05186; purified TNAP, CDP-star luminescence, 100 mM DEA, 30 min; stronger effect = higher value; scale: 0 levamisole-inhibited, 1 vehicle-only enzyme; activation factor at 20 µM; 64,000 tested, under 10 active; AID 813;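 active = activation factor of at least 2 at 20 µM, relative to controls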
Target sequence (P05186 whole entry, looked up): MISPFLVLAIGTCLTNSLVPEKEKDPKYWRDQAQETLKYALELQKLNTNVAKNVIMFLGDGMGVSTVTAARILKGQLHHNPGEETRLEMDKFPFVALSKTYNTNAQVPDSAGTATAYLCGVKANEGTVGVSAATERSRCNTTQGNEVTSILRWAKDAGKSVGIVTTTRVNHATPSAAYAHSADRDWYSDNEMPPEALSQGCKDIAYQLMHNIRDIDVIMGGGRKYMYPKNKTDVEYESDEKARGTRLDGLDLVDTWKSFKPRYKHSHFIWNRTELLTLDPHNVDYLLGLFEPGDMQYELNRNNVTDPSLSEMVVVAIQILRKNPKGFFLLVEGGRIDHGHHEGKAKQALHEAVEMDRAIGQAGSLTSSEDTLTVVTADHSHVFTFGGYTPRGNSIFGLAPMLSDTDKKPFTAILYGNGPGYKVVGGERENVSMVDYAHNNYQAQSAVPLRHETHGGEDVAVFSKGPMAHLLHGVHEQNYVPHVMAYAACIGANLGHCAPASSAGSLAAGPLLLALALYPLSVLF
A340 absorber = compound absorbs light at 340 nm; compound absorbance at 340 nm, fold over control; fold change at 10 µM; 65,000 tested, under 10 active; AID 708;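 active = at 10 µM dose, initial 340 nm absorbance at least 2 fold that of control wells; inactive = change under 2 fold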;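 also: initial absorbance extrapolated from kinetic A340 decline of NADH oxidation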
SF-1 act = SF-1 (human) activation. actives 1.9% (n = 65,000). activation, % at 10 µM. AID 522. Q13285. CHO-K1 Gal4-SF-1 LBD luciferase reporter; % increase over DMSO SF-1-specific signal;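 active = activation above the mean activation of all tested compounds plus 3 SD, cut at about 50% in these data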
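Test system: CHO-K1 cells co-transfected with Gal4 DBD–human SF-1 LBD, 5xGal4 luciferase reporter. Quantity: 4,000 cells per well. Compound: 10 µM only. Incubation: compound added 1 h post-seeding, 20 h exposure at 37 °C, 5% CO2. Detection: SteadyLite luciferase luminescence. Replication: one test per compound.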
5HT1a ag = agonists of human 5-HT1a serotonin receptor | P08908 | AID 567 | actives 0.56% (n = 65,000) | activation, % at 10 µM | CHO 5-HT1a Ga15 NFAT-bla reporter, FRET ratio; 0% basal, 100% maximal reference agonist;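 active = activation above the screen-wide mean activation plus 3 SD, cut at about 19% in these data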;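 also: 0% = DMSO wells and 100% = 5-CT at EC100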
Fluor 339 460 = intrinsic fluorescence of library compounds, ex339/em460 – biochemical, MLSMR library, data from DPM-DC assay, artefact control, profiling panel; fluorescence fold increase at 10 µM; actives 5.5% (n = 65,000); compound autofluorescence, ex339/em460 nm, NADH buffer; stronger effect = higher value; 1 = no-compound wells, NADH background;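 active = at 10 µM, mean starting fluorescence two-fold or more over control wells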;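 also: signal is the first read of a kinetic run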
RORA act = activates the human nuclear receptor RORA. actives 1.5% (n = 65,000). P35398. CHO-K1 Gal4-RORA LBD luciferase reporter, luminescence; percent increase over mock-subtracted basal signal. activation, % at 10 µM. AID 560;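 active = activation above the mean of all tested compounds plus 3 SD, cut at about 49% in these data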;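 also: 0% = DMSO-treated RORA cells and 100% = added signal equal to DMSO minus mock-transfected cells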
Target sequence (P35398 whole entry, looked up, the tested form may be a part): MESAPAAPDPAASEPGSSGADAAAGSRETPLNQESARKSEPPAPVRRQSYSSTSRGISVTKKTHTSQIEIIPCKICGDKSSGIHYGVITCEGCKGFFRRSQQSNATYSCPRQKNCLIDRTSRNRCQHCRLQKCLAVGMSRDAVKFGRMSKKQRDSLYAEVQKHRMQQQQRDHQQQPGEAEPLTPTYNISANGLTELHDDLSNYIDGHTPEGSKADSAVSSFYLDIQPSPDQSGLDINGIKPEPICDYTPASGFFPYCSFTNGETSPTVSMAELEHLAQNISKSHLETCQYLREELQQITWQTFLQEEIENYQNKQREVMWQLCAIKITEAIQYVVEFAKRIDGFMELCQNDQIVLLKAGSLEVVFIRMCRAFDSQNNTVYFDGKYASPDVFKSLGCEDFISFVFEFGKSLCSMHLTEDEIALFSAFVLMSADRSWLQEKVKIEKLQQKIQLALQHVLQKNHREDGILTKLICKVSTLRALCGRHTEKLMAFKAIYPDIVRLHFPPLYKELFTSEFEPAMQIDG
MMP13 inh = blocks human MMP13 activity; P45452; inhibition, % at 4 µM; MMP-13 fTHP FRET cleavage, Mca fluorescence; AID 570; actives 0.07% (n = 65,000);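 active = inhibition above the mean of compound-free control plate wells plus 3 SD, cut at about 14% in these data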;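 also: 0% = DMSO wells and 100% = wells with reference MMP-13 inhibitor after basal subtraction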
NADH enzymes = blocks coupling enzymes of NAD/NADH assays | coupled PK/LDH NADH assays, four targets | IC50, µM (titrated, usually from 10 µM), for inactives: at the highest dose inhibition | actives 0.02% (n = 65,000);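 active = single-dose screening hits from any of four coupled enzyme assays that gave an IC50 when retested across doses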;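 also: the DPM-DC format reads NADH fluorescence rather than 340 nm absorbance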
* = called active by the depositor; · = not tested or not shown; [ ] = remark or other dose.

SMILES	5-HT1A blocker	TNAP act DEA	A340 absorber	SF-1 act	5HT1a ag	Fluor 339 460	RORA act	MMP13 inh	NADH enzymes
CC1CCN(C(=O)CCCOc2cc(=O)n(C)c3ccccc23)CC1	-2	0.9	1	-2	-4.4	1.1	-18	-1	3%
CC1CN(C(=O)N[C@@H](Cc2ccccc2)C(=O)O)CC(C)O1 (some centres not stated)	-9	0.9	1.1	-9	1.1	1.2	-2	-2	5%
O=C(CCn1nnc2ccccc21)Nc1nnc(-c2ccccc2F)s1	-9	0.9	1	19	0.3	1.1	-13	-2	4%
N#Cc1c(N)nc(SCc2ccccc2)c(C#N)c1-c1ccco1	-16	0.9	1	-14	2.7	1.4	-6	-6	5%
CC(C)N(C(=O)C1CC(=O)OC12CCCCC2)C(C)C (configuration not stated)	·	0.9	1	·	·	1	·	·	3%
CCC(Sc1nnnn1-c1ccccc1)C(=O)NC(C)c1ccccc1 (configuration not stated)	4	1	1	7	0.9	1.1	-5	7	6%
CC(=O)c1c(C)[nH]c(C(=O)OCC(=O)Nc2cc(C(F)(F)F)ccc2N2CCOCC2)c1C	7	1	0.99	-23	-0.3	1.1	15	9	5%
COc1ccc(CCNc2oc(-c3ccc(OC)c(OC)c3)nc2C#N)cc1	12	0.9	1.1	-10	2.1	3.9*	5	-211[fluorescence artefact?]	4%[fluoresces]
Cc1cc(C(=O)CSc2nc3ccccc3n2CCC#N)c(C)n1Cc1cccs1	-11	0.9	1	19	-0.1	1	-2	2	1%
CCOC(=O)c1c(C)[nH]sc1=S	·	0.9	1.2	-5	-0.3	1	-8	-1	4%
CCOc1ccc(S(=O)(=O)n2cnc3cc(C)c(C)cc32)cc1	6	0.9	0.98	-38	2.1	1	-66	1	8%
CCCCc1[nH]c(=O)c(C#N)c2c1CSC(C)(C)C2	·	0.9	1.1	-6	-1.4	1.1	-11	1	6%
CC(=O)N(CC(=O)Nc1nn(-c2ccccc2)nc1C(N)=O)Cc1ccccc1	-2	0.9	0.99	7	-0.6	1.6	-21	-95[fluorescence artefact?]	6%
CCOC(=O)C1CCN(C(=O)Nc2ccc3c(c2)nc(C)n3C)CC1	2	0.9	1	25	-0.3	1.1	23	1	6%
CCC1(C)Cc2c(sc3c2c2ncnn2c2nnc(SCC(=O)NCc4ccco4)n32)CO1 (configuration not stated)	2	1	1.1	9	-0.1	1	21	6	5%
O=S(=O)(c1ccc(N2CCN(c3ccc(F)cc3)CC2)cc1)N1CCCC1	-10	0.8	0.99	-12	1.7	1.1	-20	-2	2%
CCOC(=O)c1ccccc1NC(=O)c1ccc(Cl)c(S(=O)(=O)N2CCOCC2)c1	-16	1	1.1	-16	1.1	1.1	-24	-1	3%
CCC(=O)N1CCCc2cc(S(=O)(=O)NCc3cccs3)ccc21	-2	0.9	0.99	14	-2.7	1.1	-3	-1	4%
O=S(=O)(c1ccc(N2CCCC2c2nc3ccccc3s2)nc1)N1CCOCC1 (configuration not stated)	8	1	1	14	-0.1	1.1	5	0	6%
O=c1c2[nH]c3ccc(F)cc3c2ncn1CCCn1ccnc1	-5	0.9	1	9	13	2	25	-20	8%

Rewritten as labelled records: entries from further up
SMILES: CCOc1ccc(S(=O)(=O)n2cnc3cc(C)c(C)cc32)cc1
- 5-HT1A blocker = 6
- TNAP act DEA = 0.9
- A340 absorber = 0.98
- SF-1 act = -38
- 5HT1a ag = 2.1
- Fluor 339 460 = 1
- RORA act = -66
- MMP13 inh = 1
- NADH enzymes = 8%

SMILES: CCCCc1[nH]c(=O)c(C#N)c2c1CSC(C)(C)C2
- 5-HT1A blocker = ·
- TNAP act DEA = 0.9
- A340 absorber = 1.1
- SF-1 act = -6
- 5HT1a ag = -1.4
- Fluor 339 460 = 1.1
- RORA act = -11
- MMP13 inh = 1
- NADH enzymes = 6%

Going on with the list:
SMILES	5-HT1A blocker	TNAP act DEA	A340 absorber	SF-1 act	5HT1a ag	Fluor 339 460	RORA act	MMP13 inh	NADH enzymes
CCOC(=O)C1CCN(S(=O)(=O)c2ccc(-n3cnnn3)c(C)c2)CC1	4	0.9	1	-16	-3.7	1.1	9	-2	8%
COc1ccc(S(=O)(=O)N(C)CC(=O)N2CCOCC2)cc1Cl	-13	0.9	1	-2	0.6	1.1	-5	1	1%
Cc1ccc(C)c(NC(=O)CSc2nnc([C@@H]3CCCN3C(=O)OC(C)(C)C)o2)c1	-17	0.9	1	-15	-1.0	1.1	2	2	5%
COCCn1c(C)cc(C(=O)CSc2n[nH]c(N)n2)c1C	-6	0.9	1.1	23	-1.4	1.1	18	3	4%
COc1cc(C2c3c(oc4ccc(C)cc4c3=O)C(=O)N2c2cc(C)ccn2)cc(OC)c1OC (configuration not stated)	-2	0.9	1	-11	0.4	1.1	-26	1	4%
COc1cc(C(O)P(=O)(OC(C)C)c2ccc(N(C)C)cc2)cc(OC)c1OC (configuration not stated)	-8	1	1.1	6	-1.8	1.1	16	2	2%
CSc1ncccc1C(=O)OCc1ccccc1F	-8	1	1	29	73*	1	89*	6	2%
COCCn1c(C23CC4CC(CC(C4)C2)C3)n[nH]c1=S	14	0.9	0.98	-14	1.6	1	-2	-1	4%
O=C(CCCc1ccccc1)NCc1cn2ccsc2n1	-5	0.9	1	4	1.5	0.9	-16	-9	2%
N#Cc1ccccc1CSc1ccccn1	-7	0.9	1	1	-2.1	1.1	8	-1	3%
COC(=O)C(C)Sc1nc2c(c(=O)n1-c1ccccc1)SCC2 (configuration not stated)	-10	0.9	1.1	6	36*	1	-7	-2	3%
CC(=O)NCC(=O)OCC(=O)Nc1ccc(C(C)=O)cc1	0	0.9	1	-7	-0.7	1.1	-9	-6	3%
CC1(C)CN=C(N2CCN(C3=NCC(C)(C)S3)CC2)S1	6	0.9	1	-1	-1.7	1.1	1	2	3%
O=C1NC2(CCCc3ccccc32)C(=O)N1Cc1nnc(-c2ccccc2Br)o1 (configuration not stated)	-9	0.8	0.97	1	1.4	1.1	5	-1	8%
O=C(CCSCCc1ccccn1)Nc1ccccn1	-1	0.9	0.98	4	-3.2	1.1	13	0	5%
CC(C)CCn1nnnc1C(c1ccccc1)N1CCC(C(N)=O)CC1 (configuration not stated)	3	0.9	1.1	5	-2.0	1.1	13	-2	5%
Cc1nnc(NC(=O)C(C)Oc2ccc3c(C)cc(=O)oc3c2)s1 (configuration not stated)	16	1	1.1	10	0.7	1.5	4	-8	6%
COc1c2occc2c(OC)c2c(=O)cc(C)oc12	·	0.9	0.99	-2	-0.8	0.98	-14	2	3%
Cc1cc2oc(=O)cc(CN3CCN(Cc4ccccc4)CC3)c2cc1Cl	3	1	1	-16	-4.8	1.2	-8	4	3%
COc1ccc(NC(=O)CCNS(=O)(=O)c2ccc3c(c2)c(=O)n(C)c(=O)n3C)cc1	-4	0.9	1	-6	-1.7	1.1	-4	-7	5%
COc1ccc(CCNS(=O)(=O)c2cccs2)cc1	8	0.9	1	14	1.6	1.1	8	3	3%
CC1(C)CC(=O)C(C=Nc2ccc3c(c2)OCO3)=C(O)C1	17	0.9	1.1	72*	-2.3	1	65*	10	4%
Cc1c(NC(=O)CN2C(=O)C3C4C=CC(C4)C3C2=O)c(=O)n(-c2ccccc2)n1C (configuration not stated)	-5	1	0.98	-2	-3.3	1	2	1	8%
O=C(NCCN1CCCC1)c1ccc(CS(=O)(=O)c2c(Cl)cccc2Cl)o1	11	0.9	1	-5	-1.2	1.1	-13	7	3%
Nc1c(C(=O)NCCN2CCOCC2)c2nc3ccccc3nc2n1CCc1ccccc1F	-25	0.9	1	5	14	3.9*	-8	-114[fluorescence artefact?]	10%[fluoresces]
O=C(CSc1nnc(Cc2ccccc2)n1-c1ccc(F)cc1)N1CCOCC1	-2	0.9	1.1	9	1.1	1.1	-9	-1	4%
Cc1[nH]n2c(=O)c3c(nc2c1-c1ccc(Cl)cc1)CCC3	4	1	1.1	-4	-1.4	1.7	3	-3	0%
COc1cccc(C2=N/C(=C\N(C)C)C(=O)O2)c1	5	0.9	1.3	26	-4.4	0.96	71*	6	8%
O=C1CC(SC(=NCc2ccc3c(c2)OCO3)Nc2ccccc2)C(=O)N1 (configuration not stated)	16	0.8	1	-2	-4.4	1.1	-9	5	1%
CC1=C2C(=O)OC(c3ccoc3)C2(C)CCC1 (configuration not stated)	4	1	0.99	0	-2.3	1.2	-17	4	3%
COc1ccc(N2C(=O)C(Cl)=C(Nc3c(C)n(C)n(-c4ccccc4)c3=O)C2=O)cc1	-2	0.9	1	-4	-2.4	1	6	2	2%
CN(C(=O)c1cccnc1)c1nnc(-c2cnccn2)s1	-2	0.9	1.1	13	1.4	1.1	18	-4	4%
COc1ccccc1NC(=O)N(CCN(C)C)Cc1cc2cc(C)ccc2[nH]c1=O	-6	0.8	1.1	-2	0.5	1.2	1	-9	5%
COCC(=O)NC1CCN(C(=O)NCc2ccccc2)CC1	-8	0.9	1	-6	1.1	1.1	-21	4	7%
Cc1onc(-c2ccccc2)c1C(=O)Nc1ccc(-c2nnc3n2CCCCC3)cc1	-8	0.9	1	-6	-4.0	0.75	7	1	16%
COc1ccc(-c2cc(C(=O)NCc3ccc(Cl)cc3)no2)cc1OC	-8	0.9	0.98	2	-3.6	1	1	-8	2%
Cn1nc(CC(=O)Nc2ccc3c(c2)OCCO3)c2ccccc2c1=O	14	0.8	1	-62	-1.3	1.1	-75	-4	1%
Cc1ccc(Nc2cc(-n3nc(C)cc3C)ncn2)cc1	3	0.9	1	-5	-0.3	1.2	-3	1	2%
O=C(O)CCC(=O)NCc1ccc2[nH]c3c(c2c1)CCCC3	-13	1	1	-13	-3.3	1.2	-12	-7	5%
CCOC(=O)Nc1ccccc1N1C(=O)c2ccccc2C1=O	-14	0.9	1	9	-3.0	1.1	13	-3	1%
CCc1ccc2[nH]c(=O)c(CN(CCN(CC)CC)C(=O)Nc3ccccc3OC)cc2c1	9	0.9	1	12	-1.4	1.2	1	1	9%
Cc1nnc(SCC(=O)NCCN2C(=O)CSC2=O)s1	4	1	1	-8	-1.3	1	-9	3	4%
COc1ccc(N2CCN(c3nc(=S)n(-c4ccccc4)c(C)c3C(C)=O)CC2)cc1	-2	0.9	1.1	-6	-1.6	1	3	4	5%
CCCN(Cc1cc2ccc(C)cc2[nH]c1=O)C(=O)c1ccccn1	-4	0.9	1	-15	2.2	1.5	-13	-4	9%
Cc1nn(Cc2ccccc2)c(C)c1NC(=O)CCC(=O)O	-1	0.9	1	-6	-1.2	1.1	6	2	2%
CCC1Oc2ccccc2N(CC(=O)Nc2ccc3c(c2)OCCO3)C1=O (configuration not stated)	2	0.9	0.98	29	-3.1	1.1	3	-1	9%
CCC(C)(C)n1nnnc1C(c1ccccc1OC)N1CCSCC1 (configuration not stated)	21	0.9	0.99	9	-5.3	1.1	-5	-4	3%
CC1Oc2ccccc2C=C1C1/C(=C(/O)c2ccccc2)C(=O)C(=O)N1CCCN(C)C (configuration not stated)	-11	0.9	1.1	-7	0.6	1	-12	-1	4%
COc1ccc(S(=O)(=O)NCC(=O)N(CC(=O)NCC2CCCO2)c2ccccc2C)cc1 (configuration not stated)	-3	0.9	0.96	12	-0.3	1.1	-16	2	4%
COc1ccc(NC(=O)CSc2nc(-c3ccncc3)nn2CC(=O)N2CCCC2)cc1	-12	0.9	0.99	-7	-3.3	1.1	24	-5	4%
